High-throughput results (PubChem)
NPY-Y1 PAM-ag: NPY-Y1 receptor potentiators or agonists, primary screen, cell-based; NPY-Y1 expressing cells, potentiator/agonist activation; activation, % at 3.6 µM; 220,000 tested, 0.37% active; in the data active = activation above about 33%, passing the limit was not always enough;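 note: cells stimulated with NPY at EC10 then isoproterenol at EC100; 0% = low agonist plus stimulus and 100% = saturating agonist plus stimulus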
RBBP9 inh: human RBBP9 inhibitors, primary screen, biochemical, fluorescence polarization, FP-Rh probe, HTS; Serine hydrolase RBBP9 (Homo sapiens), O75884; recombinant RBBP9; inhibition, % at 7.94 µM; 220,000 tested, 0.2% active;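 active = inhibition above the campaign mean of all tested compounds plus 3 SD, cut at about 14% in these data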;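 note: plate controls were DMSO wells with RBBP9 for no effect and wells lacking RBBP9 protein for full effect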
Target sequence (O75884 whole entry, looked up): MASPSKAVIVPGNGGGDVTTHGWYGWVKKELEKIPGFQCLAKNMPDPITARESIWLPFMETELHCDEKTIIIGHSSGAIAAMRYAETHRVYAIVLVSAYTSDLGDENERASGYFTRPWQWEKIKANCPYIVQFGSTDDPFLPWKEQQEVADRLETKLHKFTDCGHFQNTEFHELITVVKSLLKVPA
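System: RBBP9 protein | Quantity: 2.5 µM RBBP9 dispensing solution, before mixing | Reagent: FP-Rh probe, 375 nM dispensing solution | Timing: Enzyme-compound preincubation 30 min, then probe labeling 45 min, 25 °C | Measured by: Fluorescence polarization | Read-out: % inhibition | Replication: One well per compound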
NPY-Y1 antag: NPY-Y1 receptor antagonists, primary screen, cell-based; Neuropeptide Y receptor type 1 (Homo sapiens), P25929; HEK293-CNG Y1 cells, membrane potential fluorescence; NPY at EC95, then isoproterenol; inhibition, % at 3.6 µM; 200,000 tested, 1% active;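 active = inhibition above the campaign mean inhibition of all tested compounds plus 3 SD, cut at about 20% in these data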;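 note: 0% = DMSO wells given NPY plus isoproterenol and 100% = isoproterenol alone without NPY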
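Material: HEK293 cells with Y1 receptor plus CNG channel; times: compound incubation 1 h at room temperature, readout 45 min post-stimulation; signal: fluorescence, membrane potential probe; read-out basis: fluorescence ratio normalized to % inhibition between controls; benchmarks: full-block control isoproterenol-only wells, zero-block control NPY plus isoproterenol wells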
Ba/F3 V617F tox: reduced viability of JAK2V617F-dependent Ba/F3 cells, primary screen, JAK2V617F inhibitor project, cell-based, Ba/F3 EpoR-JAK2V617F, luminescence. ATP luminescence. inhibition, % at 5.6 µM. 220,000 tested, 1.1% active;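 active = inhibition above the campaign mean plus 3 SD over all tested compounds, cut at about 24% in these data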;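 note: cytokine-independent growth of Ba/F3 cells driven by EpoR plus mutant JAK2; 0% = DMSO-treated cells and 100% = JAK inhibitor I control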
S1P4 agonist: S1P4 receptor agonists, primary screen, cell-based; activation, % at 4.98 µM; 220,000 tested, 0.35% active; S1P4-expressing cell line, agonist reporter assay; AID 1509, 2009; in the data active = activation above about 11%;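 note: 0% = DMSO vehicle and 100% = reference agonist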
Target sequence (O95977 whole entry, looked up): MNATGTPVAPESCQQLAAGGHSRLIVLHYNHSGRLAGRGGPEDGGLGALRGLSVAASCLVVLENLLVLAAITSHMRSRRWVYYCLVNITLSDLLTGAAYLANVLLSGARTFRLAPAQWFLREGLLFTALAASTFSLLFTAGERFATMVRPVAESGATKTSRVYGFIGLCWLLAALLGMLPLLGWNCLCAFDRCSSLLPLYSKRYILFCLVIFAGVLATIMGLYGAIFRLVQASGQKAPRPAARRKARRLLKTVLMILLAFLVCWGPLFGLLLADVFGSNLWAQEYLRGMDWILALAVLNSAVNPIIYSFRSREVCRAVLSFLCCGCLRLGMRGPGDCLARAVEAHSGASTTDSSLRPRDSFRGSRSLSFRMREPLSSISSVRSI
NPY2 pot ag: NPY-Y2 potentiators or agonists, primary screen, cell-based | activation, % at 3.6 µM | Neuropeptide Y receptor type 2 (Homo sapiens), P49146 | 220,000 tested, 0.45% active | cells expressing NPY-Y2, potentiator/agonist read-out; in the data active = activation above about 27%;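 note: cells stimulated with NPY near EC25 plus isoproterenol at EC100; 0% = vehicle plus submaximal agonist and 100% = vehicle plus saturating agonist; some results beyond the cut were filed as inactive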
Target sequence (P49146 whole entry, looked up): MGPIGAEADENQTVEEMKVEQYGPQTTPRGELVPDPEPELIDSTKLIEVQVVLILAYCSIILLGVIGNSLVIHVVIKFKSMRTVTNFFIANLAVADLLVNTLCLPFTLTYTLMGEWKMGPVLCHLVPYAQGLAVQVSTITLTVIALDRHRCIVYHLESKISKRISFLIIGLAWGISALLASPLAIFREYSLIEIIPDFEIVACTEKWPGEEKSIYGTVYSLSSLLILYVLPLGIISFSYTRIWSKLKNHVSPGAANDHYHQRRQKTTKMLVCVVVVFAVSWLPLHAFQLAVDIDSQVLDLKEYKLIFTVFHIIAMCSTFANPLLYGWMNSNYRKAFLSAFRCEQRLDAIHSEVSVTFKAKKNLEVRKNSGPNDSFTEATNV
BaF3 tox: parental Ba/F3 cell viability inhibition, counter-screen for JAK2V617F inhibitor project, murine pro-B, CellTiter-Glo luminescence | CellTiter-Glo ATP luminescence | inhibition, % at 5.6 µM | 220,000 tested, 1.1% active;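 active = inhibition above a per-campaign cutoff, the mean inhibition of all tested compounds plus 3 SD, cut at about 27% in these data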;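 note: 0% = DMSO wells and 100% = JAK Inhibitor I control wells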
Runt-CBFb FRET: inhibitors of RUNX1 Runt–CBFb binding, primary screen, biochemical, FRET, Cerulean-Runt, Venus-CBFb, uHTS; Runt-related transcription factor 1 (Homo sapiens) + Core-binding factor subunit beta …; Cerulean-Runt/Venus-CBFb FRET ratio 530/480, 1 h; inhibition, % at 20 µM; 220,000 tested, 0.46% active; AID 1496, 2009;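 active = inhibition over about 50% at 20 µM in the single-dose screen, limit read from the data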;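 note: 0% = DMSO wells and 100% = excess unlabeled CBFb competitor control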
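Reagent – Venus-CBFb binding partner, 100 nM · Assay system – Cerulean-tagged RUNX1 Runt domain (FRET donor) fusion protein · Input – 100 nM per protein · Incubation – two 1 h room-temperature incubations shielded from light · Measured by – FRET fluorescence · Medium – Tris buffer pH 7.5 with salts and BSA · Benchmarks – unlabeled CBFb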
S1P4 antag: S1P4 receptor antagonists, primary screen, cell-based. Sphingosine 1-phosphate receptor 4 (Homo sapiens), O95977. S1P4-expressing cells, antagonist mode, reporter read-out. inhibition, % at 4.98 µM. 220,000 tested, 0.26% active. AID 1510, 2009; in the data active = inhibition above about 29%;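 note: 0% = wells stimulated with agonist and 100% = vehicle wells without agonist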
Active calls of the source: *; nt = no result given.

SMILES | NPY-Y1 PAM-ag | RBBP9 inh | NPY-Y1 antag | Ba/F3 V617F tox | S1P4 agonist | NPY2 pot ag | BaF3 tox | Runt-CBFb FRET | S1P4 antag
Cc1ccc2nc(-c3ccccc3)c(CN3CCN(c4ccccc4F)CC3)n2c1 | 8 | -7 | 12 | -1 | 2.6 | 10 | 4 | 0 | -19
Cc1cccc(N2CCN(C(c3ccccc3)c3nnnn3CC3CCCO3)CC2)c1C (configuration not stated) | 0 | -9 | 12 | 0 | -0.8 | 12 | 3 | -3 | 5
CC(C)C(=O)NC(c1ccccc1Cl)c1c(O)ccc2ccccc12 (configuration not stated) | 28 | -3 | -11 | -3 | 3.6 | 26 | 2 | 1 | 17
CC1Cc2nc(SCC(=O)NCCc3ccccc3)n(C)c(=O)c2S1 (configuration not stated) | -3 | -7 | -1 | -1 | 0.3 | -8 | 3 | nt | 4
O=C(CCc1ccc(S(=O)(=O)N2CCOCC2)cc1)N1CCc2ccccc2C1 | -1 | 0 | 3 | 2 | -0.4 | -16 | 7 | 0 | 3
O=C(c1cccn2c(=O)c3ccc(Cl)cc3nc12)N1CCN(Cc2ccc3c(c2)OCO3)CC1 | -5 | -2 | -5 | 2 | 0.1 | -7 | 5 | 2 | 4
COC(=O)C(C#N)C(c1cccnc1)c1c(C)[nH][nH]c1=O (configuration not stated) | 9 | 0 | -1 | -2 | 1.5 | 10 | 5 | 3 | 6
C=C(C)Cn1cnc2c(oc3nc4c(cc32)CCCC4)c1=O | 7 | 2 | nt | -3 | -0.3 | 1 | 3 | 0 | -4
COc1ccc(OC)c(-c2cc(C(=O)Nc3c(C)nn(Cc4ccc(Cl)cc4)c3C)no2)c1 | 25 | -11 | 2 | 0 | 2.2 | 0 | 0 | -2 | 9
CN1CCN(C(=O)C2CCCCC2C(=O)O)CC1 (configuration not stated) | -1 | -4 | 3 | -2 | 3.1 | 7 | 1 | 1 | -3
CCC(CC)NC(=O)c1cccc(NC(=O)C(C)C)c1 | -27 | 3 | 2 | -1 | 1.2 | 1 | 5 | -2 | 4
O=C(O)Cc1sc(N/N=C\c2ccccc2)nc1-c1ccccc1 | 9 | -3 | 0 | 2 | 0.6 | 0 | 4 | 16 | 0
O=C(CCN1C(=O)COc2ccccc21)NCCN1CCOCC1 | -40 | 0 | 0 | -3 | -1.1 | -5 | 1 | 9 | 7
COc1ccc(NC(=O)N/C=C/c2ccco2)cc1 | -9 | -2 | 0 | 1 | 1.1 | 8 | 5 | 3 | 2
O=C(CSc1n[nH]c(=O)n1Cc1ccco1)c1ccc(F)cc1 | 8 | -6 | nt | -3 | 1.1 | -31 | -5 | 0 | -5
Oc1ccc(Br)cc1C=Nc1cccn2cc(-c3ccccc3)nc12 | -6 | -11 | 4 | 4 | 0.5 | -11 | 7 | -8 | -8
CNc1nc(SC)nc(N(C)C#N)n1 | -7 | 3 | 0 | 0 | -0.6 | 1 | -1 | 18 | -10
COC(=O)c1ccc(NC(=O)c2c(C(=O)Nc3ccccc3)sc3nc(C)cc(=O)n23)cc1 | -23 | -2 | 9 | -1 | -0.1 | -3 | 7 | 0 | 0
COc1cc(N=CC2=C(O)c3ccccc3C2=O)cc(OC)c1 | 1 | -10 | 4 | -2 | 1.3 | -4 | 2 | -6 | -15
CCN(C(=O)COC(=O)C(Cc1ccccc1)N1C(=O)c2ccccc2C1=O)C1CCS(=O)(=O)C1 (configuration not stated) | 10 | 0 | -1 | 0 | 0.6 | 2 | 4 | 1 | -13
Cc1ccc(C(=O)O)cc1N1C(=O)CCCC1=O | 12 | 0 | -8 | -1 | 0.9 | 2 | 8 | 0 | -5
Cc1ccc(-c2cc(C(F)(F)F)n3ncc(C(=O)N4CCCCC4c4cccnc4)c3n2)cc1 (configuration not stated) | 0 | 4 | -2 | -1 | -1.5 | 8 | -1 | -1 | -3
Cc1ccc(NC(=O)c2ccn(C(=O)Nc3ccccc3)n2)c(C)c1 | 20 | -7 | -5 | -3 | -1.1 | 12 | 1 | 0 | -1
COc1cc(CC(=O)OCC(=O)NC2CC2)cc(OC)c1OC | -1 | -11 | -2 | -4 | -0.9 | -15 | -1 | 0 | -22
COc1cccc2[nH]c3c(N4CCCCC4)ncnc3c12 | -53 | 6 | 5 | -3 | 0.4 | -10 | 3 | -1 | 2
CCOC(=O)C1=C(N)N(c2ccc(C)cc2)C2=C(C(=O)CCC2)C1c1cccs1 (configuration not stated) | 3 | -14 | 4 | -1 | 0.8 | -8 | 9 | -6 | -21
CCOC(=O)C1(P(=O)(c2ccc(Cl)cc2)c2ccc(Cl)cc2)CCC1 | -18 | -4 | 28* | 1 | 0.4 | -45 | 4 | 1 | 1
CCCn1c(-c2ccc[nH]c2=O)nc2ccccc21 | 1 | -5 | 3 | -2 | 1.6 | 15 | 2 | 1 | -6
COc1ccc(N(CC(=O)Nc2nccs2)S(=O)(=O)c2c(C)nn(C)c2C)cc1 | -3 | -2 | 8 | -2 | 1.8 | 5 | 6 | 0 | -10
Cc1ccc(C(=O)c2nocc2C(=O)c2cccs2)cc1 | 11 | -1 | 5 | 0 | 2.0 | 0 | 4 | 2 | 14
COc1cc(CN2CCNC(=O)C2CC(=O)NCCC2=CCCCC2)cc(OC)c1 (configuration not stated) | 11 | -2 | 6 | -5 | 0.8 | 4 | 5 | -3 | -36
O=C(CN(CCc1ccccc1)C(=O)CNS(=O)(=O)c1ccccc1)NCc1ccco1 | 8 | 0 | 2 | 3 | -0.4 | -12 | 5 | -2 | -1
Cc1ccc2c(c1)cc(CN(Cc1ccc3c(c1)OCO3)S(=O)(=O)c1ccccc1)c1nnnn12 | -3 | -5 | -2 | -1 | -0.9 | 0 | -1 | 3 | 1
Cc1cc(C(=O)CN2C(=O)NC(Cc3c[nH]c4ccccc34)C2=O)c(C)n1C (configuration not stated) | 16 | -6 | -2 | -3 | -2.0 | 2 | 0 | -3 | 8
Nc1nonc1C(=O)OCC(=O)N1CCOCC1 | -6 | 7 | 3 | 1 | 1.6 | -1 | 3 | -1 | -8
Cc1nnc(SCc2ccc(C(=O)Nc3cc(Cl)ccc3C)cc2)s1 | -17 | -11 | 3 | -3 | -1.7 | 13 | 5 | -4 | -12
COc1ccc(S(=O)(=O)n2nc(OC(C)=O)cc2N(C(C)=O)C(C)=O)cc1 | 2 | -11 | -5 | -1 | -0.3 | 6 | 0 | -79 | 10
CCCC(=O)Nc1ccc(C(=O)NNC(=S)NC(=O)c2cccs2)cc1 | 13 | -5 | 2 | -3 | 0.0 | 6 | -2 | 3 | -14
Cc1nnc(SC(C(=O)Nc2ccc(Cl)c([N+](=O)[O-])c2)c2ccccc2)[nH]c1=O (configuration not stated) | -14 | -11 | 5 | -1 | 2.4 | 11 | 0 | -3 | -28
O=C(COc1ccc(S(=O)(=O)NC2CCCCC2)cc1)NCc1cccnc1 | 17 | 3 | -5 | -5 | 2.2 | -9 | 2 | 0 | -1

Pulled by compound from above, 3 records:
SMILES | NPY-Y1 PAM-ag | RBBP9 inh | NPY-Y1 antag | Ba/F3 V617F tox | S1P4 agonist | NPY2 pot ag | BaF3 tox | Runt-CBFb FRET | S1P4 antag
Cc1ccc(-c2cc(C(F)(F)F)n3ncc(C(=O)N4CCCCC4c4cccnc4)c3n2)cc1 (configuration not stated) | 0 | 4 | -2 | -1 | -1.5 | 8 | -1 | -1 | -3
Cc1ccc2c(c1)cc(CN(Cc1ccc3c(c1)OCO3)S(=O)(=O)c1ccccc1)c1nnnn12 | -3 | -5 | -2 | -1 | -0.9 | 0 | -1 | 3 | 1
Cc1ccc(NC(=O)c2ccn(C(=O)Nc3ccccc3)n2)c(C)c1 | 20 | -7 | -5 | -3 | -1.1 | 12 | 1 | 0 | -1

Continued.
SMILES | NPY-Y1 PAM-ag | RBBP9 inh | NPY-Y1 antag | Ba/F3 V617F tox | S1P4 agonist | NPY2 pot ag | BaF3 tox | Runt-CBFb FRET | S1P4 antag
CN1/C(=C/C(=O)c2cccs2)Sc2ccccc21 | -8 | -2 | 0 | -2 | 3.8 | -27 | 3 | 38 | -1
Cc1ccc(S(=O)(=O)Nc2c(C)nn(C)c2C)cc1 | -12 | -5 | 1 | -1 | -2.5 | 5 | 4 | 2 | -10
COc1cccc(NC(=O)CNC(=O)c2ccc(OC)c(OC)c2)c1 | -16 | 0 | -3 | -3 | 0.1 | -1 | -1 | 5 | -6
CC(C)n1nc(C(=O)Nc2cccc(S(=O)(=O)NCc3ccco3)c2)c2ccccc2c1=O | -12 | -11 | nt | 3 | -0.3 | -21 | 3 | 0 | -20
CC(C)(C)C1CCC(C(=O)OCC(=O)Nc2ccc3[nH]c(=O)[nH]c3c2)CC1 (configuration not stated) | 12 | 3 | 1 | -1 | 0.2 | 3 | 9 | 0 | -1
Cc1ncc(C[n+]2csc(CCOC(=O)CC3C4CC5CC(C4)CC3C5)c2C)c(N)n1 (configuration not stated) | 27 | 1 | -2 | 0 | 11 | -15 | 4 | 2 | -1
CCc1ccc(-c2csc3[n+]2CCN3C(C)=O)cc1 | 21 | -2 | -3 | 0 | -0.1 | -15 | 8 | 4 | 5
COc1ccccc1-c1nc(S(=O)(=O)c2ccc(Cl)cc2)c(N(C)C)o1 | 9 | -3 | 4 | 3 | 0.1 | 4 | 5 | 2 | -28
CC(=O)Nc1ccc(Cc2ccc3[nH]c(=O)cc(C)c3c2)cc1 | 10 | 5 | nt | -2 | 1.4 | -15 | -2 | 1 | -10
Cc1nnc(SCc2ccc(F)cc2)n1NC/C=C/c1ccccc1 | -9 | -8 | -2 | -2 | 0.0 | 13 | 5 | -6 | -9
COc1ccccc1OCc1ccc(C(=O)NC(C)(C)C)o1 | -23 | -3 | -4 | -3 | 1.0 | 16 | 2 | 4 | -2
Cc1nn(-c2ccccc2)c(N)c1Sc1ccccc1[N+](=O)[O-] | -24 | -4 | -4 | 2 | 0.2 | 4 | 5 | -1 | -6
COc1cccc(OC)c1C(=O)N1CCN(Cc2ccccc2C(F)(F)F)CC1 | -10 | -3 | -4 | -3 | 4.5 | -1 | 0 | -6 | -6
CN(Cc1ccccc1)Cc1nc2c(c(=O)n(C)c(=O)n2C)n1CCCc1ccccc1 | -2 | -1 | 4 | -2 | -2.6 | 2 | 2 | -6 | -8
O=C(Nc1nc2cc3c(cc2s1)OCCO3)c1ccncc1 | 0 | -10 | -1 | 2 | 0.2 | 2 | 11 | 0 | -18
